MLL CXXC-DNA inh: blocks binding of human MLL CXXC domain to DNA | Q03164 | hit rate 0.037% among 290,000 | AID 2662 | MLL-CXXC / FITC-HOXA9 DNA fluorescence polarization | Potency, µM (doses to about 115 µM), without a hit: at the top dose activity change, negative = inhibition, most hits filed as inhibitors; active means well fitted inhibition curve with a large enough effect in the polarisation, with a control signal flat, not every such curve was filed as active; inconclusive means small, poorly fitted or top-dose-only effect, or effect the other way, or a change in a side signal; inactive means no such curve, though single readings can be large or run the other way; the % refers to the polarisation; further: potency means the concentration at half of the fitted maximal effect
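Steps: dispense CXXC domain solution (7 uM) → pin compounds or unlabeled HOX-A9 DNA control → 5 min ambient → add FLSN-HOX-A9 solution (50 nM) → spin → 30 min ambient → fluorescence polarization. Tris pH 7.5/NaCl/DTT/BSA buffer.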
MBNL1 CUG block: MBNL1-poly(CUG) RNA binding inhibition; Q9NR56; TR-FRET MBNL1-His/biotin-(CUG)12 binding, 665/545 ratio; Potency, µM (highest dose often 57.5 µM), without a hit: at the highest dose activity change, negative = inhibition, actives largely listed as inhibitors; hit rate 0.036% among 280,000; active means well fitted inhibition curve with a large enough effect in the signal ratio, with a control signal flat, not every such curve was filed as active; inconclusive means small, poorly fitted or top-dose-only effect, or effect the other way, or a change in a side signal; inactive means no such curve, though single readings can be large or run the other way; the % refers to the signal ratio; further: potency means the concentration at half of the fitted maximal effect; on the % scale 0 is the no-effect control and ±100 the full control effect
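MBNL1-His + Biotin-(CUG)12, cpd titration 92 nM–58 uM; Tb anti-His Ab 0.055 ng/ul, SA-XL665 5 nM (final); 60 min RT; ratiometric 665/545 nm, Ex 340 nm; normalized to buffer and full-complex controls.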
Coupling enz: inhibits coupling enzyme system, counter-screen for aldolase hits; coupling enzyme system counterscreen, AmpLite Red fluorescence; activity change, negative = inhibition, % at 58.2 µM, hits read low; hit rate 0.67% among 290,000; in the data active means activity change below about -30%; further: on the % scale 0 is the no-effect control and ±100 the full control effect
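Coupling enzymes only (glyceraldehyde-3-phosphate) + compound, at 57.5 uM final, 10 min RT; add substrate/coupling/AmpLite Red mix, 20 min RT; fluorescence ex 525/em 598 nm. Actives flag coupling-system interference.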
TRPV1 agonist: activates the human vanilloid receptor TRPV1; Q8NER1; TRPV1-expressing cells, Fluo-8 calcium influx, agonist mode; activation, % at 8.33 µM; hit rate 0.19% among 320,000; in the data active means activation above about 80%; inconclusive means between about 30% and that limit; further: 0% is about no effect
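TRPV1-expressing cells were cultured overnight at 35.5C and loaded with Fluo-8 calcium dye for 40 to 90 min at room temperature. After a 10 s baseline, compound was added and calcium influx was read kinetically for 3 min (ex 480/em 520 nm).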
GALK inhibitor: inhibitors of human galactokinase | Purified GALK, Kinase-Glo residual ATP luminescence | Potency, µM (series often up to 57.5 µM), for the others: top-dose activity change, negative = inhibition, usual class: inhibitors | hit rate 0.007% among 270,000 | AID 1868; further: potency means the concentration at half of the fitted maximal effect; on the % scale 0 is the no-effect control and ±100 the full control effect
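Galactose (100 uM) and ATP (35 uM) were turned over by 5 nM GALK for 1 h at RT. Kinase-Glo Plus then converted the remaining ATP into a luminescent signal.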
hERG WT inh: inhibitors of human wildtype KCNH2 potassium channel | U2OS, BacMam KCNH2, thallium flux FluxOr; active compounds read low | activity change, % at 1.84 µM | hit rate 0.37% among 340,000;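 active means maximum activity change below -70%; inconclusive means maximum activity change between -70% and -50%; inactive means maximum activity change above -50%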; further: on the % scale 0 is the no-effect control and ±100 the full control effect
Target sequence (Q12809 whole entry, looked up): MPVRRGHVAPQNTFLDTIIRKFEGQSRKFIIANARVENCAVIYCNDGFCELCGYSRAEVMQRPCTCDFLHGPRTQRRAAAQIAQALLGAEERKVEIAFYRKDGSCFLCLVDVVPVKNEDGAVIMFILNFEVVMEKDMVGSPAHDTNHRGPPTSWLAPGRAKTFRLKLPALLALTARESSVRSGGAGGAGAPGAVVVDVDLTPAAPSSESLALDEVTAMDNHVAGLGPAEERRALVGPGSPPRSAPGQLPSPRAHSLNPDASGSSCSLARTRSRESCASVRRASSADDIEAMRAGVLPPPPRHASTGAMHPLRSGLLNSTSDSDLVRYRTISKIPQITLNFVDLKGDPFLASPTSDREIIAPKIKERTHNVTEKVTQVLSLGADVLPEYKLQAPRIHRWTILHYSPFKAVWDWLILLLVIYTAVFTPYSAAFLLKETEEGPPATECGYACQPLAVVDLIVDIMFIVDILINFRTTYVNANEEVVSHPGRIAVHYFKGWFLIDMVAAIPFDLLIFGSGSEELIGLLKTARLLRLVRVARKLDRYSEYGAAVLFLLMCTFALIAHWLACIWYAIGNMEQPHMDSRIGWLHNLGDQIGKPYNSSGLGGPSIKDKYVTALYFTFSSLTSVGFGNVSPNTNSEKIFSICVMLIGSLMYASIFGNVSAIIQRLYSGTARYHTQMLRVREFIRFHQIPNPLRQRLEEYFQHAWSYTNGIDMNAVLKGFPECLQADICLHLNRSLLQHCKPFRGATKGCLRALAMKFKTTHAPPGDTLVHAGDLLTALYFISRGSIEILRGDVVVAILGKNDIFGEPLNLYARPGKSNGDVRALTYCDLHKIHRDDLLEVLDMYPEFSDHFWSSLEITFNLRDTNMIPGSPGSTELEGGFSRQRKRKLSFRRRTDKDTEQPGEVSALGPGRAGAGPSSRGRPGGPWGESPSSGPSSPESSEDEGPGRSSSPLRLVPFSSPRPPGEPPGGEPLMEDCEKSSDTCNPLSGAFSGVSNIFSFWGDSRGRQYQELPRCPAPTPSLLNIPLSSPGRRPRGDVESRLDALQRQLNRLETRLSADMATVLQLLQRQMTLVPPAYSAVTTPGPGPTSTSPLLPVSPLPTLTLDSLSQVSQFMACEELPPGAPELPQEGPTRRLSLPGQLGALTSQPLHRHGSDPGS
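U2OS cells transduced with wild-type KCNH2 virus are loaded with FluxOr dye for 45 min, and thallium flux is measured in kinetic reads before and after stimulation buffer. Rate constants are normalized to DMSO controls.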
A-T KAP1 phos: candidate therapy for ataxia-telangiectasia; […] A-T fibroblasts, KAP-1 phosphorylation AlphaLISA; neocarzinostatin DNA damage 30 min before lysis; Potency, µM (titrated, usually from 57.5 µM), for inactives: top-dose activation, most hits filed as activators; hit rate 0.19% among 320,000; further: potency means the concentration at half of the fitted maximal effect; % of control where 0% means no effect; nearly all actives have a fitted effect of over 45% in size
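hTERT-immortalized A-T patient fibroblasts ([…]), 500 cells/well in OPTI-MEM, 1% FBS, got compounds for 60 min, then NCS for 30 min at 37C. Lysates were then assayed for phospho-KAP-1 by AlphaLISA (anti-pKAP1 donor, anti-KAP1 acceptor beads), 6 hr at 25C.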
KCNH2 3.1 inh: KCNH2 3.1 (human) potassium channel inhibition. activity change, % (tested at about 1.8 µM). U2OS KCNH2 3.1, thallium flux FluxOr; active compounds read low. hit rate 0.95% among 340,000;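 active means maximum activity change below -70%; inconclusive means maximum activity change from -70% to -50%; inactive means maximum activity change above -50%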;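 further: thallium influx rate constant from kinetic fluorescence after stimulation buffer; on the % scale 0 is the no-effect control and ±100 the full control effect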
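Channel expression came from 3.1 mutant virus (1.77 x 10^8 /mL) applied to suspended U2OS cells for 4 h. Flux was tracked with FluxOr dye plus Red40 quencher, and kinetic rate constants normalized to controls.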
Integrin act MD: activators of alpha7 integrin expression for muscular dystrophy | alpha7betagal myoblasts, beta-gal FDG fluorescence, 48 h | hit rate 0.064% among 350,000 | Potency, µM (series often up to 38.3 µM), for inactives: at the highest dose activation, usual class: activators;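 further: potency means the concentration at half of the fitted maximal effect; 100% = response of the positive control SU9516; nearly all actives have a fitted effect of over 60% in size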
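alpha7betagal+/- myoblasts (passage 13, 250/well) treated 48 h at 37C with compounds at 1:260 dilution of DMSO stock. Lysed, then beta-galactosidase activity read as FDG fluorescence (ex 480/em 540) after 30 min, with pre-read for autofluorescence.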
S-ASM inh: blocks human secretory acid sphingomyelinase; P17405; placental ASM, HMU-PC fluorogenic substrate, 60 min; Potency, µM (titrated, usually from 57.5 µM), for the others: top-dose activity change, negative = inhibition, actives largely listed as inhibitors; hit rate 0.006% among 340,000; further: potency means the concentration at half of the fitted maximal effect
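Fluorogenic HMU-PC substrate (9 uM final) is turned over by placental ASM in 60 min at 37 C after a 10 min compound preincubation. Reaction ended by alkaline stop (pH 10), with fluorescence read at 386/447 nm.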
* hit, by the source's call; ? = inconclusive; . = no result given; & = joins results of further samples; [ ] = another dose, or the depositor's remark. Unless noted, the call rests on the fitted dose curve; in most records, active means well fitted curve in the direction sought with a large enough effect; inconclusive means small, poorly fitted or top-dose-only effect, or another doubt; inactive means no such curve, though single readings can be large; an effect the other way counts as inactive or inconclusive.

SMILES	MLL CXXC-DNA inh	MBNL1 CUG block	Coupling enz	TRPV1 agonist	GALK inhibitor	hERG WT inh	A-T KAP1 phos	KCNH2 3.1 inh	Integrin act MD	S-ASM inh
C/C(=N\N=C1\NC(=O)CC(C(=O)O)S1)c1cccs1 (stereo not given)	-8%	3%	1	.	-2%	4	-4%	4	8%	1%
CCN(CC)CCNc1ncnc2c1sc1nc(N3CCCC3)c3c(c12)CC(C)(C)OC3	?	-11%	-9	-1	0%	-13	1%	-4	0%	-8%
CCOC(=O)c1ccc(S(=O)(=O)N2CCC(C(=O)O)CC2)cc1	-3%	1%	10	1	2%	4	5%	-6	-3%	1%
Cc1ccc(OCC(=O)Nc2ccc(S(=O)(=O)N3CCN(C)CC3)cc2)cc1	4%	-8%	1	2	0%	1	-2%	9	-6%	-1%
O=C(/C=C/c1c(Cl)cccc1Cl)N1CCN(c2ncccn2)CC1	-8%	15%	-4	22	-3%	-5	4%	2	-7%	0%
Cc1cc(=O)oc(C)c1C(=O)NC1CC(C)(C)NC(C)(C)C1	5%	10%	1	-2	0%	11	-1%	2	27%	4%
COc1ccc(C2C(C(=O)c3ccco3)=C(O)C(=O)N2CCN2CCOCC2)cc1 (stereo not given)	-3%	11%	-1	2	-1%	-1	2%	-1	3%	84%
Cc1csc(SCC(=O)NC(=O)Cc2ccccc2)n1	-4%	-11%	4	-2	0%	-2	3%	10	8%	3%
COCCn1c(Sc2nc(C)cs2)nc2c1c(=O)[nH]c(=O)n2C	1%	-8%	-1	-2	-4%	-6	-2%	-1	7%	1%
O=C(NN=Cc1ccc(N2CCOCC2)cc1)c1cc2ccccc2cc1O	.	.	.	.	.	1	-1%	-4	10%	-15%
COc1ccc(NC(=O)NC2CCCc3ccccc32)c(OC)c1 (stereo not given)	10%	-1%	0	3	-5%	-16	?	3	-7%	-2%
O=C(C1CC1)N1c2ccccc2Sc2ccccc21	14%	-15%	1	3	-6%	4	10%	-83*	12%	1%
Cc1cccc(-c2nc(C#N)c(NCC3CCCO3)o2)c1 (stereo not given)	9%	18%	-1	?	5%	-13	-1%	7	-17%	2%
CC(=O)N1CCN(c2nc3ccc(Br)cc3s2)CC1	4%	-5%	2	23	8%	7	3%	3	?	-2%
Cc1ccccc1OCc1nc2ccccc2c(=O)n1/N=C/c1cn[nH]c1-c1ccccc1	0%	-2%	-6	-4	1%	-2	-3%	13	-10%	-6%
C=C1CCN(C(C(=O)OC)C(C)C)S(=O)(=O)c2ccccc21 (stereo not given)	6%	-4%	-1&2	17	2%	.	0%	.	21%	-1%
Brc1ccc(Sc2cnc3ccccc3n2)cc1	8%	46%[activator]	1	0	1%	-1	.	-4	12%	-5%
Cc1noc(C)c1C(=O)N1CCN(Cc2ccc3c(c2)OCO3)CC1	12%	0%	0	-1	-2%	26	0%	-24	37%	7%
CCS(=O)(=O)c1nc(S(=O)(=O)c2ccc(Cl)cc2)c(N2CCc3ccccc3C2)s1	-6%	41%[activator]	-1	-4	.	-3	7%	-11	-36%[inhibitor]	1%
CN1CCN(CC(O)COc2ccc(Cl)cc2)CC1 (stereo not given)	5%	-2%	3	-1	1%	-10	.	24	9%	-1%

Next part; the last 4 above are carried over.
SMILES	MLL CXXC-DNA inh	MBNL1 CUG block	Coupling enz	TRPV1 agonist	GALK inhibitor	hERG WT inh	A-T KAP1 phos	KCNH2 3.1 inh	Integrin act MD	S-ASM inh
Brc1ccc(Sc2cnc3ccccc3n2)cc1	8%	46%[activator]	1	0	1%	-1	.	-4	12%	-5%
Cc1noc(C)c1C(=O)N1CCN(Cc2ccc3c(c2)OCO3)CC1	12%	0%	0	-1	-2%	26	0%	-24	37%	7%
CCS(=O)(=O)c1nc(S(=O)(=O)c2ccc(Cl)cc2)c(N2CCc3ccccc3C2)s1	-6%	41%[activator]	-1	-4	.	-3	7%	-11	-36%[inhibitor]	1%
CN1CCN(CC(O)COc2ccc(Cl)cc2)CC1 (stereo not given)	5%	-2%	3	-1	1%	-10	.	24	9%	-1%
O=C(NCCCn1ccnc1)/C(=C/c1ccco1)NC(=O)c1ccccc1	.	.	.	.	.	-42	.	-37	-17%	5%
CCC(c1ccccc1)c1nc(-c2ccccn2)no1 (stereo not given)	13%	4%	-1	9	3%	-7	1%	1	4%	2%
Cc1ccccc1S(=O)(=O)Oc1ccccc1C(=O)Oc1ccccc1	6%	0%	0	2	.	15	-5%	-10	-11%	-2%
COc1ccccc1OC(=O)Nc1ccc(Cl)cc1	-6%	-10%	1	17	0%	11	0.71µM*	-4	-12%	2%
O=C(O)c1ccc(NS(=O)(=O)c2ccc3c(c2)OCCO3)cc1	-5%	3%	15	-1	2%	0	5%	-4	22%	5%
COc1cc(OC)cc(C(=O)NC(C(=O)O)C23CC4CC(CC(C4)C2)C3)c1 (stereo not given)	-7%	-3%	2	0	8%	-6	8%	-10	16%	6%
CC1(C)CC(C(CCN(Cc2ccccc2)C(=O)c2ccco2)c2ccc(F)cc2)CCO1 (stereo not given)	4%	-11%	1	?	.	3	7%	-21	8%	-11%
COc1ccc(NC(=S)NC2CCN(Cc3ccccc3)CC2)cc1OC	0%	-1%	0	?	-2%	1	-4%	2	15%	4%
CCOC(=O)N1CCC(NC(=O)CC(NS(=O)(=O)c2ccc(Cl)cc2)c2ccco2)CC1 (stereo not given)	-4%	-5%	-1	2	0%	35	-1%	4	16%	2%
O=C(Cn1cnc2c(nnn2Cc2ccccc2F)c1=O)NCC1CCCO1 (stereo not given)	-3%	-7%	2	-9	0%	-1	10%	-12	-13%	0%

Shown as a markdown table: entries from further up.
| SMILES | MLL CXXC-DNA inh | MBNL1 CUG block | Coupling enz | TRPV1 agonist | GALK inhibitor | hERG WT inh | A-T KAP1 phos | KCNH2 3.1 inh | Integrin act MD | S-ASM inh |
| --- | --- | --- | --- | --- | --- | --- | --- | --- | --- | --- |
| COc1cc(OC)cc(C(=O)NC(C(=O)O)C23CC4CC(CC(C4)C2)C3)c1 (stereo not given) | -7% | -3% | 2 | 0 | 8% | -6 | 8% | -10 | 16% | 6% |
| CC1(C)CC(C(CCN(Cc2ccccc2)C(=O)c2ccco2)c2ccc(F)cc2)CCO1 (stereo not given) | 4% | -11% | 1 | ? | . | 3 | 7% | -21 | 8% | -11% |
| COc1ccc(NC(=S)NC2CCN(Cc3ccccc3)CC2)cc1OC | 0% | -1% | 0 | ? | -2% | 1 | -4% | 2 | 15% | 4% |
| CCOC(=O)N1CCC(NC(=O)CC(NS(=O)(=O)c2ccc(Cl)cc2)c2ccco2)CC1 (stereo not given) | -4% | -5% | -1 | 2 | 0% | 35 | -1% | 4 | 16% | 2% |

(cont.)
SMILES	MLL CXXC-DNA inh	MBNL1 CUG block	Coupling enz	TRPV1 agonist	GALK inhibitor	hERG WT inh	A-T KAP1 phos	KCNH2 3.1 inh	Integrin act MD	S-ASM inh
O=C(NCC(=O)N1CCN(c2ccccc2)CC1)c1cccs1	2%	-3%	2	-1	5%	-3	4%	18	-10%	4%
CC1C(=O)C(C)C(c2ccccc2)N(N=O)C1c1ccccc1 (stereo not given)	.	.	.	.	.	-5	.	2	11%	-2%
CC(C)[C@H](NC(=O)NCc1ccc(F)cc1)C(=O)O	8%	-11%	4	-2	-2%	9	-8%	-49	28%	3%
CCOC(=O)c1c(NC(=O)CN2C(=O)N(C)C3(CCCCC3)C2=O)sc(C(=O)N(C)C)c1C	.	.	.	.	.	4	.	-8	-49%[inhibitor]	-1%
Cc1ccc(C(C2C(=O)CC(C)(C)CC2=O)C2C(=O)CC(C)(C)CC2=O)s1	?	-1%	0	.	-1%	-2	-4%	5	-18%	2%
Cc1n[nH]c(C)c1S(=O)(=O)N1CCC(C(=O)O)CC1	40%[activator]	-6%	3	-4	-2%	-9	1%	-22	-10%	1%
